Screens deposited in PubChem by National Center for Advancing Translational Sciences (NCATS).
IL1B secr inh = inflammasome signaling inhibition, IL-1 beta readout; THP-1 LPS/ATP IL-1B secretion, AlphaLISA, 16 h; active compounds read low; activity change, % at 57.5 µM; hit rate 4.7% among 360,000; in the data active means activity change below about -50%; inconclusive means mostly about -30% to -49%; further: on the % scale 0 is the no-effect control and ±100 the full control effect
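THP-1 cells pretreated 1 hr with compounds (up to 57.5 uM final), then stimulated with LPS (250 ng/mL final) plus ATP (1.25 mM final); secreted IL-1B measured by AlphaLISA after 16 hr, decreased signal indicating inhibition.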
HT1080-NT tox = kills 2HG-producing HT-1080-NT fibrosarcoma cells | HT-1080-NT fibrosarcoma viability, CellTiter-Glo ATP luminescence, 48 h | Potency, µM (titrated, usually from 46.1 µM), for inactives: at the highest dose activity, negative = less viability, most hits filed as cytotoxic | hit rate 1.6% among 360,000;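 further: NT is the 2HG producing partner of a matched IDH1 knockdown line; potency means the concentration at half of the fitted maximal effect; 0% = DMSO-treated cells and -100% = media-only wells without cells; nearly all actives have a fitted effect of over 55% in size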
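HT-1080-NT fibrosarcoma cells (2HG-overproducing), 750 cells/well in RPMI with 5% FBS, dosed after 2 h and incubated 48 h at 37C. CellTiter-Glo luminescence normalized to DMSO and no-cell wells; concentration-response curves fitted and classed.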
KB-3-1 cytotox = KB-3-1 parental cell cytotoxicity; KB-3-1 viability, CellTiter-Glo ATP luminescence, 72 h; Potency, µM (top dose mostly 46.1 µM), inactives show top-dose activity change, negative = cytotoxic, usual class: cytotoxic; hit rate 1.4% among 400,000; further: potency means the concentration at half of the fitted maximal effect; on the % scale 0 is the no-effect control and ±100 the full control effect; nearly all actives have a fitted effect of over 60% in size
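Screening of KB-3-1 cells (DMEM, 10% FBS, phenol-red free) ran from lowest to highest compound concentration; after 72 h at 37 °C viability was read luminescently and curves fitted.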
MCF10A rerep = induces DNA re-replication in MCF 10a normal breast cells | MCF 10A DNA re-replication, Hoechst nuclear intensity, 48 h | Potency, µM (titrated, usually from 46.1 µM), without a hit: at the top dose activity, positive = re-replication, hits mostly activators | hit rate 2.9% among 350,000 | AID 624296; further: potency means the concentration at half of the fitted maximal effect; % of control where 0% means no effect; nearly all actives have a fitted effect of over 50% in size
ATXN2 expr inh = ATXN2 expression inhibition; HEK-293 ATXN2-luciferase reporter, luminescence, 24 h; Potency, µM (highest dose often 57 µM), without a hit: at the highest dose activity change, negative = inhibition, most hits filed as inhibitors; hit rate 0.72% among 360,000; further: potency means the concentration at half of the fitted maximal effect; on the % scale 0 is the no-effect control and ±100 the full control effect; nearly all actives have a fitted effect of over 55% in size
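ATXN2-luciferase reporter cells (luciferase flanked by upstream and downstream ATXN2 gene portions) were treated 24 h at 37 °C with compounds at up to 57 uM. SteadyGlo luminescence gave expression; GF-AFC fluorescence gave viability.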
HT1080 IDH1KD tx = toxicity to HT-1080 IDH1 knockdown cells (counter line); HT-1080 IDH1 knockdown viability, ATP luminescence, 48 h; Potency, µM (series often up to 46.1 µM), without a hit: top-dose activity, negative = toxicity, actives largely listed as cytotoxic; hit rate 2% among 360,000; AID 686971;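 further: potency means the concentration at half of the fitted maximal effect; 0% = DMSO wells and -100% = cell-free medium wells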
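HT-1080-IDH1KD cells (IDH1 knocked down), 750/well in RPMI with 5% FBS, treated with compound 48 h at 37 degrees C. Viability by CellTiter-Glo luminescence, normalised to DMSO and no-cell wells; concentration-response curves classed.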
SW480 rereplic = inducers of DNA re-replication in SW480 colon cancer cells; SW480 DNA re-replication, Hoechst DNA content imaging, 48 h; Potency, µM (titrated, usually from 46.1 µM), for the others: at the top dose re-replication activation, hits mostly activators; hit rate 1.8% among 340,000; further: potency means the concentration at half of the fitted maximal effect; % of control where 0% means no effect; nearly all actives have a fitted effect of over 55% in size
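250 cells/well; 23 nL cpd via pin tool; 48 hr, 37 C, 5% CO2; Hoechst 40 min; imager read of total nuclear intensity, ex 405/em 500-530 nm.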
KB-V1 MDR tox = KB-V1 MDR subline cytotoxicity; Potency, µM (doses to about 46.1 µM), without a hit: at the highest dose activity change, negative = cytotoxicity, actives largely listed as cytotoxic; hit rate 3.4% among 400,000; KB-V1 MDR cells viability, CellTiter-Glo, 72 h; further: potency means the concentration at half of the fitted maximal effect; on the % scale 0 is the no-effect control and ±100 the full control effect; nearly all actives have a fitted effect of over 60% in size
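Drug-selected KB-V1 cells, grown in DMEM lacking phenol red with 10% FBS, receive compound titrations; after three days at 37 degrees C, surviving cell ATP is quantified by CellTiter-Glo luminescence and responses normalized and curve-fitted.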
WRN helicase inh = WRN helicase (human) inhibition | WRN helicase unwinding, fluorescent forked duplex, kinetic | hit rate 0.46% among 360,000 | Potency, µM (titrated, usually from 114 µM), for the others: at the highest dose activity change, negative = inhibition, actives largely listed as inhibitors | Q14191; further: potency means the concentration at half of the fitted maximal effect; on the % scale 0 is the no-effect control and ±100 the full control effect; nearly all actives have a fitted effect of over 55% in size
Target sequence (Q14191 whole entry, looked up): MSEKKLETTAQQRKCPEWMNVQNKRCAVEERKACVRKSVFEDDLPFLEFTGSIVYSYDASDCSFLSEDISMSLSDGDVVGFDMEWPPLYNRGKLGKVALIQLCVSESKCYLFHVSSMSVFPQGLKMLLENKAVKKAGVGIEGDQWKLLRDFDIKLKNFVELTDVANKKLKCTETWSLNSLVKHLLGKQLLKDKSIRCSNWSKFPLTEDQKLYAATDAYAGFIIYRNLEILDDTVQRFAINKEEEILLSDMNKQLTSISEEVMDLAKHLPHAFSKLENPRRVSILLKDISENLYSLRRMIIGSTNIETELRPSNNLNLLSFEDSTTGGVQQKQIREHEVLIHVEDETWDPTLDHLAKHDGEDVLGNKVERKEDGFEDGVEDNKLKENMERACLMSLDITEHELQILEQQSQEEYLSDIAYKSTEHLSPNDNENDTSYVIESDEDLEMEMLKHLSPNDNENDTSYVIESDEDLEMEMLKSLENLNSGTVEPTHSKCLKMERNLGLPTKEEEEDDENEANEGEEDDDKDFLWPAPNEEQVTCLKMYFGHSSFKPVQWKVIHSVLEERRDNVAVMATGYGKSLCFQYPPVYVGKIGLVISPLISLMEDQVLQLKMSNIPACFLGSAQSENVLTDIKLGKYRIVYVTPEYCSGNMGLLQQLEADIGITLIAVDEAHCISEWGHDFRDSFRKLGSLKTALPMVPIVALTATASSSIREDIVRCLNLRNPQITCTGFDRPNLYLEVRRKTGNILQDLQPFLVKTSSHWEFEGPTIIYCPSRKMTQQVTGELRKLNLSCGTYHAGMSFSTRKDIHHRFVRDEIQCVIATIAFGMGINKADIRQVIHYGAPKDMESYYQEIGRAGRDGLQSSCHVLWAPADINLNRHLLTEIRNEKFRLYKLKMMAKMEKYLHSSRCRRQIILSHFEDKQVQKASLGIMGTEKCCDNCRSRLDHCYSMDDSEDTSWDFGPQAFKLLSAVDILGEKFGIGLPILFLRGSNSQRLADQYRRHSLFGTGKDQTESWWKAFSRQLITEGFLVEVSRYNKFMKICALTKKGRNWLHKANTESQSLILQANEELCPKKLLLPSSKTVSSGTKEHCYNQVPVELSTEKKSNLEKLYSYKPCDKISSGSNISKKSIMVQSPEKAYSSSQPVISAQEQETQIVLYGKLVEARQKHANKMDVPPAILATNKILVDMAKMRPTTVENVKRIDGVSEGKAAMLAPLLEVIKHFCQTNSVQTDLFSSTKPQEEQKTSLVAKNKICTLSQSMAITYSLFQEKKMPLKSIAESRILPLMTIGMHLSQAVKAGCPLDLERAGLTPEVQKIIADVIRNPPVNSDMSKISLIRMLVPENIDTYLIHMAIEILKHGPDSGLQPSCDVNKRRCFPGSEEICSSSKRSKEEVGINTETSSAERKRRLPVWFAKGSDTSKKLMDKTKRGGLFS
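Fluorescence dequenching readout, ex 525 nm/em 598 nm, kinetic mode: forked duplex DNA (100 nM final) with adjacent fluorophore and quencher unwound by WRN (20 nM final) with 2 mM ATP. Compound preincubation 15 min, room temperature.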
* marks the source's active call; other numbers are inactive results; ? = inconclusive; / = no result given; & = joins results of further samples; [ ] = remark or other dose. Unless noted, the call rests on the fitted dose curve; in most records, active means well fitted curve in the direction sought with a large enough effect; inconclusive means small, poorly fitted or top-dose-only effect, or another doubt; inactive means no such curve, though single readings can be large; an effect the other way counts as inactive or inconclusive.

Below each SMILES: IL1B secr inh	HT1080-NT tox	KB-3-1 cytotox	MCF10A rerep	ATXN2 expr inh	HT1080 IDH1KD tx	SW480 rereplic	KB-V1 MDR tox	WRN helicase inh
Oc1ccccc1/C=N/Nc1cccc2cccnc12
    -6	0%	?	?	64%[activator]	-17%	?	?	-8%
CCN(CC(=O)Nc1ccc(NC(C)=O)cc1)C(=O)c1n[nH]c(=O)c2ccccc12
    -6	6%	16%	-1%	6%	11%	-3%	6%	7%
COCC1CCCCN1C(=O)c1cccc(OC2CCN(S(C)(=O)=O)CC2)c1 (stereo not given)
    0	2%	17%	14%	1%	-1%	-18%	0%	11%
O=C(NC1CCCCC1)c1ccc(-c2cccc([N+](=O)[O-])c2)o1
    -17	-4%	-4%	13%	16%	?	4%	-2%	-3%
CCN1C(=NCCCOC(C)C)N[C@@H](c2ccccc2)[C@H](C(=O)OC)[C@H]1C
    12	5%	6%	5%	-2%	1%	3%	-2%	4%
CCCc1cc2c(=O)c(-c3ccc4c(c3)OCCO4)coc2cc1OC(=O)c1ccco1
    1	?	-17%	-2%	85%[activator]	?	0%	-13%	-9%
O=C(NCCO)c1cc([N+](=O)[O-])cc2c1C=Cc1ccccc1O2
    7	0%	-7%	-2%	-12%	-5%	-2%	-17%	1%
Cc1noc(C)c1C(=O)OCC(=O)Nc1ccc(S(N)(=O)=O)cc1
    0	7%	0%	-2%	1%	1%	14%	29%	4%
Cc1ccc(S(=O)(=O)N2C[C@H]3C(=O)C[C@@H](c4ccccc4)N(S(=O)(=O)c4ccccc4)[C@H]3C[C@H]2c2ccccc2)cc1
    6	15%	0%	/	0%	17%	/	11%	-6%
Cc1noc(NS(=O)(=O)c2ccc(NC(=O)c3ccc(N4C(=O)c5ccccc5C4=O)cc3)cc2)c1C
    0	18%	14%	-38%[inhibitor]	?	10%	3%	4%	?
CC1(CO)COC2(OC1)C(=O)Nc1ccccc12 (stereo not given)
    3	0%	-6%	/	1%	4%	/	11%	-9%
CC(C)(C)c1ccc(S(=O)(=O)NC(=O)C2(C)CCN2C(=O)Cc2ccccc2Cl)cc1 (stereo not given)
    7	13%	0%	/	6%	5%	/	5%	-5%
O=C(NC1CCCCCC1)C(=S)N1CCCC1
    10	6%	-1%	?	8%	6%	4%	18%	2%[57.1 µM]
CC(=O)NS(=O)(=O)c1ccc(NC(=O)/C=C/c2ccco2)cc1
    3	4%	-5%	-3%	/	6%	-3%	2%	-10%
Cc1cc(C)nc(N2CCC(C(=O)NCc3ccco3)CC2)n1
    -1	10%	-6%	3%	2%	7%	-7%	16µM*	3%
O=C(NCCCN1CCOCC1)C(=O)NCc1ccccc1
    13	0%	11%	-3%	-21%	-1%	0%	-2%	-6%
Nc1nnc(-c2ccccc2Cl)s1
    -5	14%	2%	-2%	8%	2%	-8%	?	-10%
O=C1c2ccccc2C(=O)C1c1ccc(Cl)cc1
    -9	12%	0%	3%&-5%	-2%	13%	-2%&-8%	?	-18%
c1ccc(CN2CCOCCOCCOCC2)cc1
    -3	5%	16%	62%	-14%	10%	-23%	25%	4%
O=C(CSCc1ccccc1)Nc1ccc(S(=O)(=O)Nc2ncccn2)cc1
    30	-4%	2%	-11%	-6%	-2%	-42%[inhibitor]	0%	-12%
Cc1ccc(S(=O)(=O)N2CCN(c3ccccc3)CC2)cc1
    -9	0%	3%	?	-9%	-20%	1%	-21%	1%
CCn1c(=O)cc(SCC(=O)Nc2ccc(C)cn2)c2ccccc21
    ?	7%	0%	10µM*	/	8%	?	?	10%
CCN(c1ccccc1)S(=O)(=O)c1cccc(C(=O)NCC(c2cccs2)N2CCOCC2)c1 (stereo not given)
    ?	6%	?	6%	-13%	0%	-5%	?	-4%
Cc1ccc(NC(=O)NNC(=O)Cn2nc(-c3ccccc3)c(-c3ccccc3)c(C#N)c2=O)cc1
    74	4.6µM*	6.5µM*	1.5µM*	-5%	5.2µM*	2.9µM*	30%	-15%
CCNC(=O)c1cccc(NC(=O)C2CC(=O)N(CCc3ccccc3)C2)c1 (stereo not given)
    -6	-2%	2%	0%	3%	0%	4%	-5%	-5%
CC(C)c1nn2c(=O)cc(O)nc2s1
    -4	-3%	12%	-3%	-7%	-4%	-2%	28%	-22%
COC(=O)c1cc(NC(=O)CN2C(=O)C(=O)N(C3CCCC3)C2=O)cc(C(=O)OC)c1
    8	-1%	/	?	-8%	1%	0%	/	-10%
Cc1ccc2c(n1)sc1c(-c3ccccc3)c(C#N)c(N)nc12
    7	-25%	-2%	5µM*	1%	-21%	7.3µM*	2%	-3%[57.1 µM]
Cc1ccsc1C(=O)NCC(=O)OCc1ccccc1
    -1	-8%	-3%	4%	-2%	-6%	-7%	0%	4%
CCc1cc(C(c2ccc(OC)c(OC)c2)N2CCOCC2)c(NC(=O)c2ccccc2)s1 (stereo not given)
    -124*	-5%	2%	?	22%	-29%	10%	?	-19%
CN(CCC#N)C(=O)COC(=O)c1cccnc1Nc1ccccc1F
    13	6%	9%	4%	14%	6%	-2%	-7%	1%
CC1(C(=O)NCc2ccccn2)C=CCN1C(=O)c1ccccc1 (stereo not given)
    7	5%	23%	-1%	34%[activator]	3%	-2%	10%	-3%
COc1ccc(Nc2c(C)cccc2C)cc1
    -1	7%	14%	?	5%	5%	1%	14%	-2%
O=C(O)CN1C(=O)Nc2ccc(Br)cc2C1c1ccccc1 (stereo not given)
    24	9%	6%	-4%	4%	14%	-1%	0%	-3%
COc1cccc(-c2nn(-c3ccc(C)cc3)cc2C(=O)NCC(c2cccs2)N2CCOCC2)c1 (stereo not given)
    -19	-6%	-11%	?	0%	-9%	-55%[inhibitor]	12%	-10%
COc1ccc2c(c1)c(=O)oc1c(C)c(OC(C)C(=O)N[C@@H](Cc3c[nH]c4ccc(O)cc34)C(=O)O)ccc12 (stereo not given in full)
    12	0%	0%	-7%	2%	0%	-66%[inhibitor]	12%	-14%[11.6 µM]
COC(=O)COC(=O)c1ccc(O)cc1
    2	2%	-11%	2%	-13%	-1%	0%	-26%	7%
CC(/C=C/c1ccccc1)=N\NC(N)=S
    0	3%	?	-4%	23%	-14%	5%	18µM*	12%
Cc1cc(C)nc(N2N=C(c3ccccc3)CC2=O)n1
    -23	-2%	8%	1%	5%	4%	4%	-1%	-1%
O=C(Nc1ccc(NC(=O)c2ccccc2Br)cc1)c1ccccc1
    -2	-18%	11%	7%	-11%	-26%	-22%	2%	3%
O=C(COc1ccccc1Br)N1CCNC1=O
    -4	3%	-1%	-4%	/	9%	5%	-18%	4%
COc1ccc(C(=O)Nc2ccc3[nH]c(-c4cccc(OC)c4)cc(=O)c3c2)cc1
    81	?	0.73µM*	0.58µM*	-9%	?	0.65µM*	-10%	-8%

Some of the entries so far, with bars between the fields.
SMILES | IL1B secr inh | HT1080-NT tox | KB-3-1 cytotox | MCF10A rerep | ATXN2 expr inh | HT1080 IDH1KD tx | SW480 rereplic | KB-V1 MDR tox | WRN helicase inh
CC(/C=C/c1ccccc1)=N\NC(N)=S | 0 | 3% | ? | -4% | 23% | -14% | 5% | 18µM* | 12%
CC(C)c1nn2c(=O)cc(O)nc2s1 | -4 | -3% | 12% | -3% | -7% | -4% | -2% | 28% | -22%

Part of the list above, with bars between the fields.
Molecule | IL1B secr inh | HT1080-NT tox | KB-3-1 cytotox | MCF10A rerep | ATXN2 expr inh | HT1080 IDH1KD tx | SW480 rereplic | KB-V1 MDR tox | WRN helicase inh
COc1cccc(-c2nn(-c3ccc(C)cc3)cc2C(=O)NCC(c2cccs2)N2CCOCC2)c1 (stereo not given) | -19 | -6% | -11% | ? | 0% | -9% | -55%[inhibitor] | 12% | -10%
COc1ccc2c(c1)c(=O)oc1c(C)c(OC(C)C(=O)N[C@@H](Cc3c[nH]c4ccc(O)cc34)C(=O)O)ccc12 (stereo not given in full) | 12 | 0% | 0% | -7% | 2% | 0% | -66%[inhibitor] | 12% | -14%[11.6 µM]
COC(=O)COC(=O)c1ccc(O)cc1 | 2 | 2% | -11% | 2% | -13% | -1% | 0% | -26% | 7%
CC(/C=C/c1ccccc1)=N\NC(N)=S | 0 | 3% | ? | -4% | 23% | -14% | 5% | 18µM* | 12%
Cc1cc(C)nc(N2N=C(c3ccccc3)CC2=O)n1 | -23 | -2% | 8% | 1% | 5% | 4% | 4% | -1% | -1%
O=C(Nc1ccc(NC(=O)c2ccccc2Br)cc1)c1ccccc1 | -2 | -18% | 11% | 7% | -11% | -26% | -22% | 2% | 3%
O=C(COc1ccccc1Br)N1CCNC1=O | -4 | 3% | -1% | -4% | / | 9% | 5% | -18% | 4%
COc1ccc(C(=O)Nc2ccc3[nH]c(-c4cccc(OC)c4)cc(=O)c3c2)cc1 | 81 | ? | 0.73µM* | 0.58µM* | -9% | ? | 0.65µM* | -10% | -8%
